# Screening results as filed in PubChem BioAssay.
# mIDH1 inhibitor: human IDH1 R132H inhibition | O75874 | IDH1-R132H enzyme, NADPH consumption, diaphorase/resazurin fluorescence | Potency, µM (highest dose often 76.6 µM), for inactives: at the highest dose activity change, negative = inhibition, actives largely listed as inhibitors | 0.093% of 390,000 active | AID 602179; further: potency means the concentration at half of the fitted maximal effect; on the % scale 0 is the no-effect control and ±100 the full control effect; nearly all actives have a fitted effect of over 65% in size
# Target sequence (O75874 whole entry R132H, stated change not applied): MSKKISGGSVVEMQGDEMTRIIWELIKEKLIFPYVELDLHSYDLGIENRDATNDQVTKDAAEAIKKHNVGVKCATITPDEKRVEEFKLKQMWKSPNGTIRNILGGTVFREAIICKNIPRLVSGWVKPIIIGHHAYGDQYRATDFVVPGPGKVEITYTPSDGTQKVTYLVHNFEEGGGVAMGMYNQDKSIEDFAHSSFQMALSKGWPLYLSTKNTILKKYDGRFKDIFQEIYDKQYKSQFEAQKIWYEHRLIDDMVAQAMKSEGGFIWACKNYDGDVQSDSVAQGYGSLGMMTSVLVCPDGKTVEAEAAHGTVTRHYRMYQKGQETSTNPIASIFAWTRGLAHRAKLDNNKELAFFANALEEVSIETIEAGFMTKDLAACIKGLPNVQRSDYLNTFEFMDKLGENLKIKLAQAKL
#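 IDH1-R132H (0.5 ug/mL dispensed) in pH 7.5 Tris buffer was preincubated 30 min with compound, then given a substrate mix of 0.016 mM NADPH and 2 mM alpha-KG for 80 min at room temperature; remaining NADPH was read by diaphorase/resazurin fluorescence.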
# GRP78 ERSR act: inducers of ER stress response in human glioma cells. AID 602332. U87-MG GRP78 promoter luciferase reporter, 16 h. 0.02% of 420,000 active. Potency, µM, for the others: at the highest dose activation, actives largely listed as activators; further: potency means the concentration at half of the fitted maximal effect; series mostly up to about 76 µM; % of control where 0% means no effect; nearly all actives have a fitted effect of over 35% in size
#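 Stably transfected U87-MG glioma cells carrying a GRP78-based luciferase sensor; 16 h compound incubation. Luminescence end-point read 10 min after Bright-Glo addition at room temperature.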
# TrxR1 substrate: substrates of rat thioredoxin reductase 1 | purified TrxR1 substrate turnover, NADPH consumption readout | Potency, µM (titrated, usually from 114 µM), for inactives: top-dose activity change, negative = substrate turnover | 0.01% of 390,000 active | AID 588456; further: potency means the concentration at half of the fitted maximal effect; on the % scale 0 is the no-effect control and ±100 the full control effect; nearly all actives have a fitted effect of over 50% in size
#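 Rat TrxR1, dispensed at 90 nM, was prereduced with 400 uM NADPH (final) for 5 min at ~22 deg C, then incubated with compound 15 min before 400 uM selenite. A first-read NADPH fluorescence drop versus no-compound background flagged substrates.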
# Vif-A3F inh: blocks the Vif interaction with APOBEC3F; Potency, µM (titrated, usually from 46.1 µM), for the others: top-dose activity, negative = active; AID 602313; 0.2% of 390,000 active; HeLa A3F-eYFP + Vif (tagged APOBEC3F with the HIV-1 protein that degrades it), YFP fluorescence increase; further: potency means the concentration at half of the fitted maximal effect; % of control where 0% means no effect; nearly all actives have a fitted effect of over 65% in size
#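 HeLa cells stably expressing A3F-eYFP plus Vif, plated and incubated overnight at 37 deg C, then exposed to compounds overnight at 37 deg C. Blocked degradation read as raised yellow fluorescence (Ex 488/Em 500-530).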
# RGS4 inh: inhibitors of human regulator of G protein signaling 4 | Transcreener GDP fluorescence polarization, RGS4-accelerated GTP hydrolysis | Potency, µM (series often up to 114 µM), for the others: at the top dose activity change, negative = inhibition, hits mostly inhibitors | 0.039% of 390,000 active | AID 504845; further: potency means the concentration at half of the fitted maximal effect; on the % scale 0 is the no-effect control and ±100 the full control effect; nearly all actives have a fitted effect of over 75% in size; some results filed as inactive show a strong effect at the top dose
# Target sequence (P49798 whole entry, looked up): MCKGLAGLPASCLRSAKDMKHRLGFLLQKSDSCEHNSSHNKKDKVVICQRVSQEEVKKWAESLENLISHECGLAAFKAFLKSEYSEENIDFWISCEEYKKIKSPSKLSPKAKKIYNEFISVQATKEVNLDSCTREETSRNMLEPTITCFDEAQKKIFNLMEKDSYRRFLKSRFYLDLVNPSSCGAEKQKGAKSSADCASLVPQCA
#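 MLSMR compounds (23 nl, pin-transferred) preincubated 10 min at room temperature with a 500nM (2x) first reagent, then RGS4 at 900nM (2x) plus Transcreener GDP mix added; fluorescence polarization (620/688 nm) read before and after 90 min at 30 °C.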
# rTrxR1 inhibitor: inhibitors of rat thioredoxin reductase 1 | AID 588453 | Potency, µM (top dose mostly 114 µM), for inactives: at the highest dose activity change, negative = inhibition, hits mostly inhibitors | recombinant rTrxR1, NADPH fluorescence consumption, selenite substrate | 1% of 390,000 active | O89049; further: potency means the concentration at half of the fitted maximal effect; on the % scale 0 is the no-effect control and ±100 the full control effect; nearly all actives have a fitted effect of over 65% in size
#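 Rat TrxR1 (90 nM in the dispensed reagent) was pre-reduced with 400 uM NADPH for 5 min at room temperature, then incubated with compound for 15 min. After 400 uM selenite was added, NADPH fluorescence (Ex 340/Em 450 nm) was followed for 8 min.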
# LDHA block: inhibitors of human lactate dehydrogenase A; P00338; purified LDHA, NADH/diaphorase-resazurin fluorescence; hits give low values; activity change, % (values are at about 110 or 230 µM); 0.15% of 480,000 active; AID 1347041; in the data active means activity change below about -30%; inconclusive means mostly about -25% to -30%;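 further: plate controls were DMSO wells for no effect and wells without enzyme for full effect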
#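 Enzyme activity of human lactate dehydrogenase 5 (2 nM; 0.06 mM NADH, 0.2 mM pyruvate, 5 min, RT) is measured via a resazurin/diaphorase fluorescence readout of residual NADH.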
# USP1-UAF1 inh: blocks the human USP1/UAF1 deubiquitinase complex; 0.23% of 390,000 active; O94782; recombinant USP1/UAF1, Ub-Rhodamine cleavage fluorescence; Potency, µM (titrated, usually from 57.1 µM), for the others: at the top dose activity change, negative = inhibition, usual class: inhibitors; further: potency means the concentration at half of the fitted maximal effect; on the % scale 0 is the no-effect control and ±100 the full control effect; nearly all actives have a fitted effect of over 60% in size; inactives centre near -12
#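 1 nM enzyme complex + cpd, 15 min RT; start with Ub-Rho 150nM final; kinetic fluorescence ex 480/em 540, 6 reads q60 s. Buffer 50mM HEPES pH 7.8, 0.5mM EDTA, 0.1 mg/ml BSA, 1mM TCEP, 0.01% Tween-20.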
# Vif-A3G inh: inhibitors of Vif-APOBEC3G interaction; Q9HC16; HeLa A3G-eYFP + Vif (tagged APOBEC3G with the HIV-1 protein that degrades it), YFP fluorescence, overnight; Potency, µM (series often up to 46.1 µM), inactives show at the top dose activity, negative = active, actives largely listed as inhibitors; 0.076% of 410,000 active; AID 602310;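 further: potency means the concentration at half of the fitted maximal effect; on the % scale 0 is the no-effect control and ±100 the full control effect; nearly all actives have a fitted effect of over 60% in size; hits raise eYFP signal because A3G escapes Vif-driven loss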
# Target sequence (Q9HC16 whole entry, looked up): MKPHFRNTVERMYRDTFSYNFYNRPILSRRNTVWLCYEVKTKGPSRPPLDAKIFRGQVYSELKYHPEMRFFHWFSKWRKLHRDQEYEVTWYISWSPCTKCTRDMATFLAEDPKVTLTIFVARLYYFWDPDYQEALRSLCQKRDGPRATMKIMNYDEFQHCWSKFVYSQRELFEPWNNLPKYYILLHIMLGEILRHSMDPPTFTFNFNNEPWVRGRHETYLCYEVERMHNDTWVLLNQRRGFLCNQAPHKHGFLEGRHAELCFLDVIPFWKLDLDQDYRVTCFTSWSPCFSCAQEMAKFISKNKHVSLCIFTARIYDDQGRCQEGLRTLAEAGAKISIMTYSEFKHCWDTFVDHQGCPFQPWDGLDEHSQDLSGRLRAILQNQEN
#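 Read-out is eYFP fluorescence (Ex 488/Em 500-530) from Vif-expressing HeLa A3G-eYFP cells; more signal means A3G escaped Vif-mediated degradation. Cells plated overnight, compound pinned in, incubated overnight at 37 deg C.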
# * hit, by the source's call; ? = inconclusive; / = not tested or not shown; [ ] = remark or other dose. Unless noted, the call rests on the fitted dose curve; in most records, active means well fitted curve in the direction sought with a large enough effect; inconclusive means small, poorly fitted or top-dose-only effect, or another doubt; inactive means no such curve, though single readings can be large; an effect the other way counts as inactive or inconclusive. An excerpt (hit frequency here may not be typical).
cpd	Structure	Vif-A3F inh	USP1-UAF1 inh	mIDH1 inhibitor	TrxR1 substrate	GRP78 ERSR act	LDHA block	rTrxR1 inhibitor	Vif-A3G inh	RGS4 inh
1	O=C(CCC(=O)NNC(=O)COc1ccc(Br)cc1Br)NCc1ccccc1	-3.9%	-14.4%	-6.3%	4.5%[57.1 µM]	-3.2%	-4.9	27.0%[57.1 µM]	-1.4%	-5.6%
2	CN(CC(=O)N1CCN(c2ccc(F)cc2)CC1)S(=O)(=O)c1ccc2c(c1)c(=O)n(C)c(=O)n2C	-12.1%	-25.0%	7.0%	2.3%[57.1 µM]	-3.0%	-10.1	8.3%[57.1 µM]	-2.3%	7.8%
3	CCc1nnc(NS(=O)(=O)c2ccc(NCc3ccccc3O)cc2)s1	11.3%	-21.7%	2.8%	3.6%	-6.8%	-8.9	8.0%	9.8%	-4.2%
4	COc1ccc(NS(=O)(=O)c2ccc3oc(SCc4ccc(F)cc4)nc3c2)cc1	-18.4%	-8.5%	2.8%	-6.0%	11.1%	-6.7	2.2%	-11.6%	-23.3%
5	C=C1CCC2C(C)(CO)C(O)CCC2(C)C1C/C=C1\C(=O)OCC1O (stereo not given)	/	/	/	4.8%	-10.6%	-0.3	3.2%	/	/
6	Cc1ccc(N(CC(=O)Nc2ccc(Br)c(C)c2)S(=O)(=O)c2c(C)[nH]c(=O)[nH]c2=O)cc1	-3.4%	-19.1%	-1.0%	-0.1%	-2.3%	-4.6	20.2%	-12.2%	27.9%
7	COC(=O)Cc1[nH]nc2c1C(c1ccc(O)c(OC)c1)C(C#N)=C(N)O2 (stereo not given)	-16.8%	-21.4%	-0.1%	3.4%	-1.6%	-0.1	-8.0%	-5.9%	-24.9%[11.4 µM]
8	CCOc1ccc(OCc2cccc(C(=O)N3CCCCCC3)c2)cc1	-5.3%	-14.9%	11.0%	-7.8%[57.1 µM]	-14.5%	-6.2	8.7%[57.1 µM]	0.6%	15.6%
9	O=C(O)C1CSC(c2ccco2)N1 (stereo not given)	-37.7%	-25.6%	-4.4%	9.1%[57.1 µM]	1.3%	-3.6	-10.9%[57.1 µM]	0.3%	?
10	CC12CCC=CC1C(c1ccc(/C=C/c3ccccc3)cc1F)N(Cc1ccccc1)C2=O (stereo not given)	/	/	/	26.4%	-4.5%	/	29.9%	-2.0%	1.0%
11	Cc1noc(C)c1C(=O)OCC(=O)Nc1ccc(C(N)=O)cc1	6.3%	-1.8%	-1.7%	3.8%[57.1 µM]	-2.2%	-4.3	14.5%[57.1 µM]	1.9%	7.7%
12	Cc1ccc(S(=O)(=O)Nc2ncnc3sccc23)cc1C	2.1%	-16.9%	-3.0%	-8.9%	-2.8%	-1.3	-1.9%	-5.9%	4.0%
13	O=C(c1ccc2c(c1)N(Cc1ccc(F)cc1)C(=O)c1ccccc1S2(=O)=O)N1CCC(Cc2ccccc2)CC1	-0.5%	-23.1%	7.7%	6.1%	-3.2%	0.7	40.6%[activator]	2.1%	-2.7%
14	COc1cccc(COC(=O)C2CC(=O)N(Cc3ccc(C)cc3)C2)c1OC (stereo not given)	?	-19.6%	2.0%	-6.3%	-4.3%	-5.2	-3.5%	-3.4%	-9.4%
15	O=C1CCCc2nc(N3CCN(C(c4ccccc4)c4ccccc4)CC3)ncc21	-7.2%	-21.3%	1.5%	8.3%	-1.7%	-1.2	5.7%	-0.4%	1.2%
16	CC1CN(C2CCN(S(=O)(=O)c3ccc(F)cc3)CC2)CC(C)O1 (stereo not given)	-5.8%	-8.1%	4.2%	-1.7%	-3.9%	-21.2	-10.5%	0.6%	-11.6%
17	CC(C)(C)c1csc(NC(=O)c2c(F)c(F)c(F)c(F)c2F)n1	-13.0%	-27.0%	-1.4%	-0.6%	-3.2%	-17.7	5.4%	-4.4%	-10.5%
18	CC1CN(C(=S)Nc2ccc(Br)cc2)CC(C)O1 (stereo not given)	0.6%	-13.7%	-8.8%	-8.3%	-3.1%	-8.4	-2.0%	1.4%	18.1%
19	O=C1Nc2ccccc2OCc2c1cccc2[N+](=O)[O-]	-11.2%	-9.5%	-3.4%	-2.9%	-8.6%	0.5	4.8%[57.1 µM]	-3.3%	17.6%
20	COc1ccc(OC)c(CN2CCN(C(=O)CCNC(=O)c3ccc(Br)cc3)CC2)c1	-22.7%	-1.8%	1.9%	-5.2%	-3.1%	-0.3	2.3%	1.3%	19.6%
21	CCN(CC)c1ncnc2ccc(Br)cc12	9.4%	-16.9%	9.1%	18.4%[57.1 µM]	-4.0%	-0.9	19.9%[57.1 µM]	-7.8%	-19.0%
22	Cc1ccccc1S(=O)(=O)Nc1ncnc2scc(-c3ccccc3)c12	0.7%	-17.9%	2.3%	1.1%	-2.8%	-5.5	4.1%	-5.2%	-1.0%
23	O=C(CSc1nnc(-c2ccncc2)o1)Nc1ccccc1C(F)(F)F	-7.6%	-12.7%	1.5%	-4.8%	-5.9%	-1.0	-5.4%	1.0%	-21.2%
24	O=C(Cn1ccn(-c2ccc(F)c(F)c2)c(=O)c1=O)NCc1ccccc1	-5.5%	14.5%	16.1%	-3.7%	3.9%	-1.6	21.6%	5.0%	-0.7%
25	COc1ccc(-c2noc(CCC(=O)NCc3cccnc3)n2)cc1	-3.5%	-2.9%	8.0%	2.2%	14.4%	-8.3	2.6%	0.6%	-41.8%
26	Cc1cccc(NC(=O)CNC(=O)CSc2nnc(C(F)(F)F)n2C)c1C	0.0%	-6.7%	-11.8%	0.9%	-1.5%	-4.8	19.1%	-1.7%	25.0%
27	CC(Cc1ccccc1)C(=O)NCc1ccccn1 (stereo not given)	6.3%	?	14.5%	4.0%	2.1%	-8.2	11.6%	0.7%	-8.4%
28	Nc1nccc(/C=C/c2ccc(Cl)cc2)n1	4.8%	?	5.0%	16.0%[57.1 µM]	1.2%	-6.8	6.6%[57.1 µM]	0.6%	-18.1%
29	CC(Oc1ccc(Cl)cc1)C(=O)Nc1ccc(S(=O)(=O)N2CCOCC2)cc1 (stereo not given)	-3.3%	-12.1%	4.4%	1.5%	0.2%	-5.3	21.0%	-5.6%	8.4%
30	Cc1cccc(NC(=O)CNC(=O)c2ccc3c(c2)OCO3)n1	5.5%	-6.5%	-3.0%	-5.1%	-0.7%	-3.6	-7.5%	0.1%	-6.7%
31	C/C(N)=C(/C#N)C(=O)COC(=O)c1cc(-c2cccc3ccccc23)nc2ccccc12	10.5%	-12.3%	3.1%	4.1%[57.1 µM]	-1.7%	-2.9	-1.6%[57.1 µM]	-7.1%	-9.4%
32	CCOc1cccc(-c2cc(C(=O)N/N=C/c3ccc(OC)c(CN4CCOCC4)c3)c3ccccc3n2)c1	-1.1%	-7.4%	7.3%	4.7%	2.7%	-5.5	13.4%	0.8%	0.2%
33	Cc1csc(NC(=O)CSc2nc3ccccc3s2)n1	-3.0%	-7.6%	7.4%	-3.3%	1.3%	-5.3	2.0%	-0.1%	-18.1%
34	CCC1(c2ccccc2)NC(=O)N(CC(=O)Nc2cc(S(=O)(=O)N3CCCCC3)ccc2N(C)C)C1=O (stereo not given)	5.7%	-21.7%	-9.4%	2.1%[57.1 µM]	-1.9%	-3.3	5.9%[57.1 µM]	-2.2%	-4.1%
35	COc1ccc(N2CC(NC(=O)c3ccc(S(=O)(=O)N4CCCCC4)cc3)CC2=O)cc1 (stereo not given)	-0.9%	-21.3%	3.3%	-5.1%[57.1 µM]	-3.1%	-3.3	0.8%[57.1 µM]	1.1%	-10.6%
36	COc1ccccc1NC(=O)CCc1nc2sc3c(c2c(=O)[nH]1)CCCC3	?	-24.3%	-3.6%	2.8%[57.1 µM]	-1.4%	5.2	3.2%[57.1 µM]	0.0%	0.8%
37	CCc1nnc(NC(=O)c2cc(-c3ccccc3)nn2-c2ccccc2)s1	-15.5%	-8.9%	1.8%	-1.2%	-0.2%	8.7	14.3%	-0.6%	4.5%
38	CCOC(=O)COc1c(OC)cc(Cl)cc1C1Nc2ccccc2C(=O)N1c1cccc(C)c1 (stereo not given)	-1.8%	-11.9%	-8.0%	87.6%[activator]	0.2%	-2.4	71.3%[activator]	-2.1%	-23.0%
39	CCc1ccccc1NC(=O)Cn1c(=O)n(-c2ccccc2)c(=O)c2oc3ccccc3c21	-2.2%	-2.0%	-6.3%	-0.6%	-2.0%	2.6	4.9%	2.7%	0.3%
40	CCc1ccc(NC(=O)Cn2cnc3c(=O)n(C)c(=O)n(C)c32)cc1	-10.1%	-8.5%	7.6%	-6.1%[57.1 µM]	-0.8%	-9.6	21.3%[57.1 µM]	-0.9%	-46.6%
41	CCCCc1nn2c(=O)cc(COC(=O)c3cccc(NC(=O)COc4ccccc4)c3)nc2s1	-5.9%	4.3%	6.5%	-1.5%[57.1 µM]	-4.6%	-2.5	2.3%[57.1 µM]	-3.2%	-2.4%
42	Cc1ccc(NC(=O)/C(=C\C=C\c2ccccc2)NC(=O)c2ccccc2)cc1	1.1%	-4.2%	0.0%	4.6%[57.1 µM]	-1.7%	-9.4	-11.3%[57.1 µM]	3.4%	-21.7%
